Screening results as filed in PubChem.
Pf Dd2 inh = Plasmodium falciparum Dd2 growth inhibition; 120,000 tested, 4.3% active; Potency, µM (titrated, usually from 28.9 µM), inactives show at the highest dose activity, negative = inhibition, most hits filed as inhibitors; AID 1347417; P. falciparum Dd2 growth, SYBR Green, 72 h; active = well fitted inhibition curve with a large enough effect; inconclusive = small, poorly fitted or top-dose-only effect; inactive = no such curve, though single readings can be large or run the other way;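 also: plate controls were DMSO vehicle for no effect and reference drug for full effect; nearly all actives have a fitted effect of over 65% in size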
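Infected erythrocytes (Dd2, 0.3% parasitemia, 2.5% hematocrit final) are added to compound in RPMI-1640/Albumax II medium, grown 72 h at 37C in low oxygen, then lysed with saponin/Triton-X containing SYBR Green and read by fluorescence.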
Active calls of the source: *; i = inactive; ? = inconclusive; & = joins results of further samples; [ ] = remark or other dose. Potency is read from the fitted curve at half-maximal effect. Some of the compounds tested; rates above refer to the full screens.

SMILES | Pf Dd2 inh
Cc1ccc(OCC(=O)NCCC2CCN(C(=O)Nc3ccc(F)cc3)CC2)cc1 | 13µM*
Cn1c(C(=O)N2CCN(c3ccccn3)CC2)nc2nc(-c3ccccc3)c(Cl)cc21 | ?
COc1ccc(C(=O)N2CCN(c3cc(-c4ccc(F)cc4)[nH]n3)CC2)cc1 | i
Cc1cccc(OCC(=O)N2CCC(n3cc(-c4nc(-c5ccccc5)no4)nn3)C2)c1 (configuration not stated) | 173%[activator]
CCOc1ccccc1CN1CCc2n[nH]c(=O)n2CC1 | i
CCOc1ccc(-n2c(SCC(=O)NC3CCCCC3)nc3c([nH]c4ccccc43)c2=O)cc1 | -15%
COc1ccc(C(=O)Nc2cc3cc(Cl)ccc3oc2=O)cc1OC | 54%[activator]
CC(=O)c1ccc(NC(=O)CSc2nnc3ccc(-c4ccc(Cl)cc4)nn23)cc1 | i
CC(=O)c1ccc(N2CCN(C(=O)c3nnn4c3COC(c3ccc(F)cc3)C4)CC2)cc1 (configuration not stated) | -28%
O=C(OCc1ccccc1)N1CCC2(C1)C(=NC1CCCC1)NC(=O)N2c1cccnc1 (configuration not stated) | -7%
O=C(NCc1ccc(F)cc1)N1CCC(c2noc(-c3ccncc3)n2)C1 (configuration not stated) | 0%[5.79 µM]
COc1ccc(N2CCN(C(=O)CS(=O)(=O)c3cccc4nsnc34)CC2)cc1 | i
CC(C)CN1CCN(C(=O)[C@@H]2CN(S(C)(=O)=O)C[C@H]2c2ccncc2)CC1 | 18%
Cc1nc2sccn2c(=O)c1S(=O)(=O)Nc1ccc(N2CCN(S(C)(=O)=O)CC2)cc1 | -3%
O=C1NC2(CCN(Cc3ccc(F)cc3)CC2)Oc2ccccc21 | 10µM*
COc1ccccc1CNC(=O)C1CCN(C(=O)c2ncn3c2COC(c2ccc(F)cc2)C3)CC1 (configuration not stated) | i
COc1ccc2c(c1)CCc1c-2n[nH]c1C(=O)N1CCc2c(nc3cc(-c4ccccc4)[nH]n3c2=O)C1 | ?
Cn1nc(C2CCN(C(=O)Nc3ccccc3)CC2)[nH]c1=O | -24%[44.1 µM]
O=C(CSc1nccn1Cc1ccc(Cl)cc1)NCc1ccccc1 | -2%
CCOc1cccc(CNC(=O)c2ccc(N3CCCC3)c(NC(=O)NCc3ccccc3)c2)c1 | 33%[activator]
CC1=NS(=O)(=O)N(Cc2cccc(C)c2)C=C1C(=O)O | -8%
CCNc1cc(N2CCC(CCC(=O)N3CCN(c4cccc(OC)c4)CC3)CC2)ncn1 | ?
Cc1oc2c(c1C(=O)N1CCN(C3CCCC3)CC1)CN(Cc1cccc(F)c1)CC2 | 8.9µM*
O=C(O)C1=NOC2CN(C(=O)c3ccc4c(c3)OCO4)CC12 (configuration not stated) | 39%[activator]
COc1ccccc1N1CCN(C(=O)CSc2nc3ccccc3nc2Cc2ccc(C)cc2)CC1 | -7%
COc1ccc(-c2ccnc(-c3nnc(C)n3CCN(C)C)c2)cc1OC | i
O=C(COc1ccccc1)Nc1cccc(-c2cn3cccnc3n2)c1 | i
COCCN1C(=O)N(C2Cc3ccccc3C2)C(=O)C12CCN(Cc1ccc(CO)o1)CC2 | -30%
Cc1cccc(Nc2nnc(-c3ccc(C)c(S(=O)(=O)N4CCN(C)CC4)c3)c3ccccc23)c1 | 10µM*
O=C1CCCN1CC1CCN(C(=O)c2ccc(N3CCC(O)CC3)nc2)CC1 | 1%
COc1ccc(Cn2cc(C(=O)c3ccc(F)cc3)c(=O)c3cc4c(cc32)OCCO4)cc1 | ?
CCn1ccc2cc(S(=O)(=O)N3CCC(C(=O)NCc4ccc(OC)cc4)CC3)ccc21 | ?
COc1ccccc1N1CCN(C(=O)CN2C(=O)NC(c3ccc(Cl)cc3)C3=C2COC3=O)CC1 (configuration not stated) | i
CCOC(=O)c1c(C)[nH]c(C)c1S(=O)(=O)N1CCCC(C(=O)N2CCN(c3ccccc3)CC2)C1 (configuration not stated) | 21%
CCc1cccc(NC(=O)Cn2c(=O)n(Cc3ccccc3)c(=O)c3c2c2cc(OC)ccc2n3C)c1 | -30%
COc1cccc(C(=O)N(C)Cc2cccc(C(F)(F)F)c2)c1 | -26%[44.1 µM]
COc1ccc(C(=O)NCC(c2cccnc2)N2CCc3ccccc3C2)cc1 (configuration not stated) | -17%
CCOc1ccccc1N(CC)C(=O)Cn1ncc2c1-c1ccccc1OC2 | i
CCC(C)NC(=O)CCc1c(C)nc2nc(-c3cc(OC)cc(OC)c3)nn2c1C (configuration not stated) | ?
CCOc1ccc2c(c1)c(=O)c(C(=O)c1ccc(CC)cc1)cn2CC(=O)Nc1ccccc1C | -10%
O=C(c1nccc2ccccc12)N1CCc2c(nc3cc(-c4ccccc4)[nH]n3c2=O)C1 | ?
COc1cccc(CN2CC[C@H]3COC(=O)N3c3cc(F)ccc3C2)c1 | i
COCCN(C)C(=O)c1ccc2c(c1)NC(C)(COc1ccc3[nH]ccc3c1)CO2 (configuration not stated) | -27%[44.1 µM]
CC1CCN(S(=O)(=O)c2ccc(C(=O)Nc3nc4ccc(F)cc4s3)cc2)CC1 | 36%[activator]
CN1C(=O)Cc2cc(C(=O)NCc3cccnc3)ccc21 | i
COc1ccc(CCNC(=O)c2ccc3c(c2)ncn3-c2ccc(C)cc2C)cc1OC | ?
CC(C)CCNC(=O)c1cnc2n1CCN(Cc1c[nH]c3ccccc13)CC2 | i
COCCC1(NS(C)(=O)=O)CCN(C(=O)Nc2ccc3c(c2)OCCO3)CC1 | ?
O=C1CCC(C(=O)N2CCCn3ccnc3C2c2ccccc2)=NN1 (configuration not stated) | 17%
CCc1cccc(NC(=O)CCN2C(=O)c3ccccc3Sc3ncccc32)c1 | i
Cn1nc(-c2ccccc2)c(-c2ccccc2)c(C(=O)Nc2ccccc2C(N)=O)c1=O | 5%
CC(C)N1CCc2nc(SCC(=O)Nc3cccc(F)c3)[nH]c(=O)c2C1 | 89%[activator]
COc1ccc(N2CCC(NC(=O)c3ccc4nc[nH]c4c3)C2=O)cc1 (configuration not stated) | -11%
CN(C)S(=O)(=O)N1CCC(N2C(=O)C(OCC3CC3)C23CCCCC3)CC1 (configuration not stated) | ?
CCCc1noc(-c2ccc(N3CCCCC3)c([N+](=O)[O-])c2)n1 | 22%
COc1ccc(NC(=O)N2C[C@@H](F)[C@@H](OCc3nc4ccccc4[nH]3)C2)cc1 | -17%[44.1 µM]
CCCCOc1ccc(C2=NC(c3cccs3)=Nc3ccc(OC)cc3N2)cc1 | -6%
O=C(CCC(=O)N1Cc2ccccc2Oc2ncccc21)NCc1ccccc1Cl | 7%
COc1ccc(-n2nc(C)c3c(C(F)(F)F)cc(-c4cccnc4)nc32)cc1 | -24%
O=c1c2[nH]c3ccccc3c2nc(SCc2cccc(F)c2)n1-c1ccccc1 | ?

Further entries follow.
SMILES | Pf Dd2 inh
COc1cccc(CN2CCC3(CC2)Cc2ccccc2NC3=O)c1 | ?
COc1ccc(N2CC(C(=O)N3CCC(C(=O)NCCOc4ccccc4)C3)NC2=O)cc1 (configuration not stated) | 16%&23%
CC(=O)N1CCNc2cc(Nc3cccc(N(C)C)c3)ncc2C1 | i
O=C(c1ccc(C2CCCNC2)cc1)N1CCN(c2ccncc2)CC1 (configuration not stated) | -31%
CC(C)(C)C(=O)OCc1cc(=O)n2nc(C3CC3)sc2n1 | -19%
Cc1noc(-c2cn(C3CCN(C(=O)c4cccc(OC(F)(F)F)c4)C3)nn2)n1 (configuration not stated) | -22%
O=C([C@@H]1C[C@H](F)CN1S(=O)(=O)c1ccc2c(c1)OCCO2)N1CCCCC1 | -18%
O=C(Nc1ccc(=O)n2c1[C@@H]1C[C@@H](CN(C(=O)COc3ccccc3)C1)C2)c1ccccc1 | 3%
CCN1CCN(CC(O)COc2cccc(CNC3(c4ccccc4)CC3)c2)CC1 (configuration not stated) | ?
COc1cc(-c2cn(C)c(=O)n3cc(CNc4ccccc4)nc23)ccn1 | i
Cc1ccc(-c2cc3c(=O)n(CCNC(=O)c4nn(C)c5ccccc45)ccn3n2)c(C)c1 | ?
Cc1ccc(Cn2cc(C(=O)c3ccc(C)cc3)c(=O)c3ccc(C)nc32)cc1 | ?
Cc1oc(-c2cccc(Cl)c2)nc1CSCC(=O)O | -17%
CCn1ccc(C(=O)N2CCC(c3noc(-c4ccncc4)n3)C2)n1 (configuration not stated) | i[5.79 µM]
COc1ccc(-c2nc(-c3c(C)noc3C)cc3c2cc(C)n3C)cn1 | -12%[44.1 µM]
COc1cc(C2c3c(oc4ccccc4c3=O)C(=O)N2Cc2ccccc2Cl)ccc1O (configuration not stated) | -26%
CCCCN(CCCC)S(=O)(=O)c1ccc2oc(C(=O)NCc3ccccc3)c(C)c2c1 | ?
COc1cccc(N2CCN(C(=O)C3CCN(S(=O)(=O)c4ccc5c(c4)oc(=O)n5C)CC3)CC2)c1 | -5%
COc1cccc(Cn2c(CNC(=O)Cc3cccc(C)c3)nc3cccnc32)c1 | -9%
COc1ccc(NC(=O)C(C(C)C)N2Cc3ccccc3C2=O)cc1 (configuration not stated) | -27%
COCC(=O)NC1CCC12CCN(C(=O)Cc1cccc(F)c1)CC2 (configuration not stated) | -11%
CCN1C(=O)COC[C@@H]1[C@H](O)c1ccc(NC(=O)c2cccs2)cc1 | i
CNC(=O)c1cccc(S(=O)(=O)N2CCC3(CCCNC3)C2)c1 (configuration not stated) | -6%
CCCNC(=O)N(C1CCOCC1)C1CCN(C(=O)c2ccc3ccccc3n2)CC1 | 0%
CCn1nccc1C(=O)NCCC1CCN(C(=O)Nc2ccc(C)cc2)CC1 | ?
CCN(CC)S(=O)(=O)c1cc(-c2ccc(=O)n(C(C)C(=O)Nc3cccc(C#N)c3)n2)ccc1C (configuration not stated) | ?
O=C(CSc1cn(CC(=O)N2CCCC2)c2ccccc12)Nc1ccccc1C(F)(F)F | -10%
COCC1CN(C(C)=O)CC12CCN(Cc1cccc(C(F)(F)F)c1)CC2 (configuration not stated) | -22%
O=C(NC1CCNCC1)c1cc(C2CC2)nc2c1c(C1CCCN1)nn2-c1ccccc1 (configuration not stated) | ?
O=c1ncn(Cc2ccccc2)c2ccc(-c3ccoc3)nc12 | i
O=C(CSc1nc2c([nH]c3ccccc32)c(=O)n1-c1ccc(Cl)cc1)N1CCOCC1 | 50%[activator]
CC(Oc1ccccc1)C(=O)Nc1ccc(OCc2cc(=O)n3ccsc3n2)cc1 (configuration not stated) | ?
COc1cccc(N2CCN(C(=O)CCn3nc(C)c(S(=O)(=O)N4CCCC4)c3C)CC2)c1 | i
COc1cc(NC(=O)C(Cc2ccccc2)NS(=O)(=O)c2cccs2)cc(OC)c1 (configuration not stated) | 3%
COc1ccc(OCC(=O)Nc2ccc(-c3nc4cc(C)c(C)cc4o3)cc2)cc1 | ?
COc1ccc(NC(=O)CSc2nc(-c3ccccc3)nc3c2Cc2c(CO)cnc(C)c2O3)cc1Cl | ?
O=C1NC(=NC2CCCCC2)C2(CCN(CC3CCCCC3)C2)N1c1cccnc1 (configuration not stated) | ?
O=C(Cn1nc(C(F)(F)F)c2c1CCCC2)Nc1ccc(Br)cc1 | i
COc1ccc(CNC(=O)CN(C)S(=O)(=O)c2ccc3c(c2)c(=O)n(C)c(=O)n3C)cc1 | ?
CS(=O)(=O)N1CCCN(C(=O)c2ccoc2)CCNC(=O)CC1c1ccccc1 (configuration not stated) | 23%
O=C1C[C@@H]2CCN(C(=O)NC3CCCCC3)C[C@@H]2CCN1Cc1ccc2c(c1)OCO2 | i
CCNC(=O)N1CCCC(Cc2noc(-c3ccccc3)n2)C1 (configuration not stated) | -24%
C#CCNC(=O)c1nc(-c2c(C)cccc2C)c2ccccn12 | ?
CCOc1ccc(NC(=O)CSc2oc(-c3cccs3)nc2S(=O)(=O)c2ccc(C)cc2)cc1 | i
Cc1ccc2oc(=O)c3cc(C(=O)NCCc4ccc(Cl)cc4)sc3c2c1 | 41%[activator]
COc1ccc(C(CNC(=O)c2oc3ccc(Cl)cc3c2C)N2CCCCC2)cc1 (configuration not stated) | ?
COc1ccc(NC(=O)CC[C@H]2NC(=O)c3ccccc3NC2=O)cn1 | -1%
Cc1nonc1C(=O)N1CCc2ncnc(NCc3ccon3)c2CC1 | -20%
CNC(C)c1ccc(Cl)cc1 (configuration not stated) | ?
